# HepG2 viability – kills HepG2 cells in TGF-b inhibitor counter-screen; HepG2 CAGA-GFP viability, ATP luminescence, 18 h; Potency, µM (top dose mostly 46.1 µM), for inactives: top-dose activity change, negative = cytotoxicity, most hits filed as cytotoxic; 410,000 tested, 0.76% active; also: some results filed as inactive show a strong effect at the top dose
#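 HepG2 CAGA-GFP cells (1000/well, DMEM with 1% FBS) received compound, then TGF-beta at 500 pg/mL final, and were incubated 18 hours at 37 degrees C. Viability was read by CellTiter-Glo luminescence. Media-only wells were set as complete cell-killing and DMSO as no toxicity.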
# ATXN2 expr inh – reduces ATXN2 reporter expression in HEK-293 cells; AID 1745845; HEK-293 ATXN2-luciferase reporter, luminescence, 24 h; 360,000 tested, 0.72% active; Potency, µM (titrated, usually from 57 µM), inactives show at the top dose activity change, negative = inhibition, hits mostly inhibitors; also: % is scaled to controls: 0 for no effect and ±100 for the full control effect; nearly all actives have a fitted effect of over 55% in size
#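 qHTS (up to 57 uM final) was run with 24 h compound exposure of reporter cells at 37 °C. Each well was multiplexed: SteadyGlo luminescence measured ATXN2-luciferase expression after a fluorogenic Gly-Phe-AFC viability readout (25 uM final).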
# Nrf2 block – inhibitors of Nrf2 signaling. A549 ARE-Fluc reporter, luciferase luminescence, 18-24 h. Potency, µM (titrated, usually from 46 µM), inactives show at the highest dose activity change, negative = inhibition, most hits filed as inhibitors. 360,000 tested, 2.1% active; also: % is scaled to controls: 0 for no effect and ±100 for the full control effect; nearly all actives have a fitted effect of over 60% in size
#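 Nrf2 activity is the BugLite luminescence, read 15 min after reagent at room temperature, following CellTiter-Fluor cytotoxicity readout (30 min, 37C). Compound titrations were applied for 18-24 h to 5000 A549 ARE_Fluc cells/well in 5% FBS OPTI-MEM.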
# Nrf2 activator – activators of Nrf2 (ARE) signaling; Potency, µM (top dose mostly 46.1 µM), inactives show top-dose activation, actives largely listed as activators; AREc32 ARE-luciferase reporter (MCF7-derived line), luminescence, 24 h; 410,000 tested, 0.31% active; AID 624171; also: % of control where 0% means no effect; nearly all actives have a fitted effect of over 65% in size
#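 Cells of the AREc32 ARE-luciferase line are plated in OPTI-MEM containing 5% FBS and left overnight at 37 deg C. Compounds are pinned in, incubation continues 24 hr, and firefly luciferase signal is then measured.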
# TGFb SMAD3 inh – TGF-b pathway inhibition | 410,000 tested, 1.2% active | Potency, µM (doses to about 46.1 µM), for inactives: top-dose activity, negative = inhibition, most hits filed as inhibitors | HepG2 CAGA-GFP TGF-b/SMAD3 reporter, GFP fluorescence, 18 h; TGF-beta stimulated, 500 pg/mL final; also: % is scaled to controls: 0 for no effect and ±100 for the full control effect; nearly all actives have a fitted effect of over 65% in size
#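 Read-out: total well GFP (ex488/em500-530) summed from mean per-cell fluorescence. Cells: HEPG2 CAGA-GFP, 1% FBS DMEM, 18 h at 37 degrees C with 500 pg/mL final TGF-beta. Unstimulated wells served as the full-inhibition control; stimulated DMSO wells = 0%.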
# A549 tox – counter-screen for Nrf2 inhibitors: cytotoxicity in A549 cells. A549 ARE-Fluc cells, CellTiter-Fluor viability, 18-24 h. Potency, µM (series often up to 46 µM), without a hit: at the top dose activity change, negative = cytotoxicity, most hits filed as inhibitors. 390,000 tested, 0.16% active; also: % is scaled to controls: 0 for no effect and ±100 for the full control effect
#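 Cytotoxicity counterscreen: CellTiter-Fluor fluorescence was measured in A549 ARE_Fluc cells after 18-24 h of compound exposure in a concentration series. The subsequent BugLite luminescent read reports ARE-luciferase activity.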
# MCF10A rereplic – inducers of DNA re-replication in MCF 10A breast cells; MCF 10A DNA re-replication, Hoechst nuclear intensity, 48 h; Potency, µM (doses to about 46.1 µM), inactives show at the highest dose activity, positive = re-replication, actives largely listed as activators; 350,000 tested, 2.9% active; also: % of control where 0% means no effect; nearly all actives have a fitted effect of over 50% in size
# S2 tox – reduces viability in counter-screen for ATXN expression inhibitors; S2 cells (HEK-293 line with an ATXN2-luciferase reporter) viability, CellTiter-Fluor protease fluorescence, 24 h; Potency, µM (top dose mostly 56.7 µM), hits mostly cytotoxic; 400,000 tested, 0.49% active; AID 651635; also: nearly all actives have a fitted effect of over 40% in size
# EPAC2 antagonist – antagonists of human EPAC2 | Potency, µM (highest dose often 114 µM), for the others: at the highest dose activity, negative = inhibition, actives largely listed as inhibitors | AID 720708 | Q8WZA2 | EPAC2 GEF exchange of Rap1B-BODIPY-GDP, fluorescence | 360,000 tested, 0.18% active; also: % is scaled to controls: 0 for no effect and ±100 for the full control effect; nearly all actives have a fitted effect of over 45% in size; many of its hits are not listed in these tables
# Target sequence (Q8WZA2 whole entry, looked up): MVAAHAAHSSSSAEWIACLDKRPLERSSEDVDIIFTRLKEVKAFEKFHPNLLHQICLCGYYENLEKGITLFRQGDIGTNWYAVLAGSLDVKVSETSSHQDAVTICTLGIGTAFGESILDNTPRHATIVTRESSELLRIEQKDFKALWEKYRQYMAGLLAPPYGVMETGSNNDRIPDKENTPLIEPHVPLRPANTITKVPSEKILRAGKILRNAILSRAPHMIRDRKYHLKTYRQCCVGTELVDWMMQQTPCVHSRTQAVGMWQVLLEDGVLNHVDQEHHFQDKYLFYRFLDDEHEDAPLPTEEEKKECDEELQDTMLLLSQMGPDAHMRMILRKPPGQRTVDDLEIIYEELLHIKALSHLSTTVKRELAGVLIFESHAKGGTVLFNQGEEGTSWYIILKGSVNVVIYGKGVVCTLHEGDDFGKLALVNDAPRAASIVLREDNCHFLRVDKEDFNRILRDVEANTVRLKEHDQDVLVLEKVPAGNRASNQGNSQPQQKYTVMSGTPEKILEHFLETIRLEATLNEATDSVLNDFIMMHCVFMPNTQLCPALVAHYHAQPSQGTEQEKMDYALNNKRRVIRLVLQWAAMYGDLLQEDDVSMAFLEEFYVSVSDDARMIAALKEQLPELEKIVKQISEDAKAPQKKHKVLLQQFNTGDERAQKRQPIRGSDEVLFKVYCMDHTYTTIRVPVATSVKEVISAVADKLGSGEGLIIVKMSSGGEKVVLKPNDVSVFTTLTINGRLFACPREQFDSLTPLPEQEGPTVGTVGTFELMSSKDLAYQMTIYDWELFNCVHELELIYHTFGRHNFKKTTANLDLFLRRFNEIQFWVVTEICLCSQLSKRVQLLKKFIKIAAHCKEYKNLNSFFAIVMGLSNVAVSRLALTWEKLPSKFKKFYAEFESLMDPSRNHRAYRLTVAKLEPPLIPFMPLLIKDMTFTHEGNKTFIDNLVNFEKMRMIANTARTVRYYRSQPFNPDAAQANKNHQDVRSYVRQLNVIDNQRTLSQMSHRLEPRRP
# The depositor's hits bear a star; i = inactive; ? = inconclusive; . = not tested or not shown; & = joins results of further samples; [ ] = remark or other dose. Calls follow the shape of the dose curve; as a rule, active = well fitted curve in the direction sought with a large enough effect; inconclusive = small, poorly fitted or top-dose-only effect, or another doubt; inactive = no such curve, though single readings can be large; an effect the other way counts as inactive or inconclusive. Potency is read from the fitted curve at half-maximal effect.
SMILES,HepG2 viability,ATXN2 expr inh,Nrf2 block,Nrf2 activator,TGFb SMAD3 inh,A549 tox,MCF10A rereplic,S2 tox,EPAC2 antagonist
COc1ccc(NC(=S)N2CCC(Cc3ccccc3)CC2)cc1OC,1%,-20%,?,0.0%,-15%,2%,2%,i,-9%
Cc1cc(F)ccc1S(=O)(=O)Nc1ccc(C(=O)N(C)Cc2ccco2)cc1,-21%,-3%,0%,-0.6%,-1%,-5%,10%,i,-5%
COCCn1c(SCC(=O)c2ccc(F)cc2)nnc1C(C)C,8%,3%,6%,0.6%,-13%,-2%,3%,i,3%
O=C(Cn1c(=O)c(=O)n(Cc2ccccc2)c2ccc(Cl)cc21)Nc1cccc(F)c1,-11%,6%,6%,0.4%,-11%,1%,11%,?,12%
COc1ccnc(Oc2cc(Cl)cc(Cl)c2)c1C#N,-1%,-9%,-7%,0.2%,9%,-10%,-1%,i,1%
Nc1[nH]n(-c2ccccc2)c(=O)c1N=Nc1ccc2c(c1)OCCO2,0%,79%[activator],?,3.1%,-17%,-25%,1%,?,-1%
O=C(Nc1cnccc1C(F)(F)F)NC1CCCCC1,26%,8%,-15%,-0.1%,25%,1%,?,i,-4%
CC1CC=CC2C1C(=O)N(Cc1ccccc1)C2c1ccc2ccccc2c1 (centres undefined),-75%,.,?,.,11µM*,?,.,.,.
CCCCNc1c([N+](=O)[O-])c(=O)n(C)c2ccccc12,-1%,-4%,-21%,4.2%,13%,-25%,5%,i,8%
COc1cccc(N2CCN(C(=O)c3cc4c(=O)oc5ccc(C)cc5c4s3)CC2)c1,1%,10%,5%,-0.3%,-8%,-3%,.,i,.
Cc1cc(NC(=O)CN2C(=O)NC3(CCCCC3C)C2=O)no1 (centres undefined),-5%,-14%,-8%,0.3%,-23%,2%,5%,i,-9%
COCC(C)n1c(C)cc(C(=O)COC(=O)c2c(NC(C)=O)sc(C)c2C)c1C (centres undefined),-1%,41%[activator],27%,0.2%,-1%,3%,1%,i,-1%
CCCCOc1ccc(C(=O)Nc2ccc(-c3cc4ccccc4oc3=O)cc2)cc1,1%,.,-11%,0.0%,0%,2%,.,.,.
Cc1ccc(C2CCN(C(=S)Nc3cccc(C)c3)C2)cc1 (centres undefined),-46%,.,-27%,3.6%,?,10%,27%,i,-6%
Cc1cc(O)ccc1-c1ccc2nncn2c1,-37%,5%,.,7.4%,-22%,.,.,i,9%
COc1ccccc1OCCSc1nc2ccccc2n1CC(O)CO (centres undefined),-13%,18%,9%,1.9%,2%,2%,-4%,i,-3%
CC(C)N(C(=O)Cn1cc(SCC(=O)Nc2ccccc2F)c2ccccc21)C(C)C,-37%,.,?,3.0%,0%,-7%,.,.,.
CC(=O)c1sc(NC(=O)COc2ccc(Br)cc2)nc1C,-4%,-25%,-5%,-0.3%,-5%,6%,2%,i,-12%
Cc1cccc(NC(=O)CSc2nnc(NC(=O)C3CCC3)s2)c1,-19%,-18%,?,0.5%,0%,-5%,2%,i,-3%
O=C1CCCN1c1ccc(S(=O)(=O)N2CCN(c3ccccc3)CC2)cc1,7%,-16%,4%,0.2%,16%,-1%,-4%,?,-2%
Cc1ccc(NC(=O)c2nnn(-c3ccc4c(c3)OCCO4)c2N)cc1,-22%,24%,-4%,4.2%,?,-13%,0%,?,-5%
Cc1cccc(CN2CCN(C(=O)CCl)CC2)c1,-41%,?,7%,?,?,-6%,?,.,23%
CCOC(=O)CN1C(=O)S/C(=C/C=C/c2ccc(N(C)C)cc2)C1=O,4%,13%[11.3 µM],?,3.1%,-9%,?,13%,i,?
Cc1ccc(N=Cc2cc(Br)cc(Cl)c2O)cc1,-16%,-15%,-7%,-0.9%[9.22 µM],-14%,-3%,10%,i,-16%
O=C(c1c(F)cccc1F)N1CCN(c2ncccn2)CC1,-16%,0%,.,-0.1%,35%[activator],-1%,1%,i,0%

# Full records from above. Screens in order: HepG2 viability | ATXN2 expr inh | Nrf2 block | Nrf2 activator | TGFb SMAD3 inh | A549 tox | MCF10A rereplic | S2 tox | EPAC2 antagonist
# Cc1cc(NC(=O)CN2C(=O)NC3(CCCCC3C)C2=O)no1 (centres undefined) across the screens: -5% | -14% | -8% | 0.3% | -23% | 2% | 5% | i | -9%
# Cc1ccc(NC(=O)c2nnn(-c3ccc4c(c3)OCCO4)c2N)cc1 across the screens: -22% | 24% | -4% | 4.2% | ? | -13% | 0% | ? | -5%
# COc1ccc(NC(=S)N2CCC(Cc3ccccc3)CC2)cc1OC across the screens: 1% | -20% | ? | 0.0% | -15% | 2% | 2% | i | -9%

# The listing continues.
SMILES,HepG2 viability,ATXN2 expr inh,Nrf2 block,Nrf2 activator,TGFb SMAD3 inh,A549 tox,MCF10A rereplic,S2 tox,EPAC2 antagonist
COc1ccc(-c2cn(Cc3ccc(C(N)=O)cc3)c(-c3ccc(Cl)nc3)n2)cc1,-26%,22%,16%,6.3%,2%,-8%,12%,i,2%
Cc1ccc(C(=O)Nc2ccccc2C(=O)NC(C(=O)O)C(C)C)cc1 (centres undefined),0%,22%,?,2.7%,4%,-9%,18%,i,19%
COc1cccc(-c2ccc(NC(=O)C3CCCN(Cc4cnn(C)c4C)C3)cc2)c1 (centres undefined),-23%,-9%,5%,7.4%,-3%,10%,-1%,i,3%
COC(=O)CNC(=O)CN1C(=O)NC2(CCCc3ccccc32)C1=O (centres undefined),-12%,-1%,13%,-0.5%,2%,8%,-6%,i,14%
COc1ccc(N(CC(=O)NCc2ccccc2)S(=O)(=O)c2c(C)n[nH]c2C)cc1,-35%,3%,6%,-0.3%,0%,-1%,-5%,i,0%
CCCCN(C)C(=O)CCC(=O)Nc1ccc2nc(N3CCN(C)CC3)cc(C)c2c1,-7%,-3%,2%,0.5%,-2%,1%,?,i,3%
CCn1c(/C=C/N(C(C)=O)c2ccccc2)[n+](CCCS(=O)(=O)[O-])c2cc(Cl)c(Cl)cc21,-1%,0%,30%,-0.3%,14%,-4%,-5%,i,6%
CN[C@H](C(=O)NC[C@H]1O[C@@H](n2cnc3c(N)ncnc32)[C@H](O)[C@@H]1O)[C@@H](C)OCc1ccccc1,9%,1%,-10%,-1.0%,10%,7%,26%,i,17%
COc1ccc(/C=N/Nc2nn3cnnc3c3ccccc23)cc1,-4%,-15%,-10%,0.2%,10%,2%,-9%,i,-1%
O=C(NCC1([N+](=O)[O-])CN(C(=O)c2ccccc2)CN(C(=O)c2ccccc2)C1)c1ccccc1,-1%,-20%,?,0.2%,-3%,3%,2%,i,-14%
CCN(CC)C(=O)Cn1c(=O)n(CCCC(=O)NCc2ccc3c(c2)OCO3)c(=O)c2sccc21,10%,-5%,2%,-1.1%,5%,0%,0%,i,4%
COc1ccccc1OCCCCNCCO,-17%,-6%,7%,2.4%,-6%,-2%,-7%,i,4%
O=C1Nc2ccc(Br)cc2C1(O)Cc1ccccn1 (centres undefined),-17%,-2%,-14%,0.1%,-16%,-13%,0%,i,-3%
O=C(Nc1ccc2c(c1)OCCO2)c1ccco1,-41%,-30%,?,-0.8%,4%,0%[1.84 µM],2%,i,-1%
N#Cc1c(-c2ccc(F)cc2)nc(-c2ccccc2)[nH]c1=O,-8%,.,?,0.6%,?,4%,?,?,-16%
O=C(NCc1ccc2c(c1)OCO2)c1ccc(N2CCCCCC2)c([N+](=O)[O-])c1,-19%,16%,?,-0.3%[9.22 µM],0%,-18%,2%,i,-1%
CNC(=S)N1N=C2c3ccccc3CCC2C1c1ccccc1Cl (centres undefined),16%,-15%,5%,2.4%,14%,-8%,?,i,-22%
Cn1c(C(O)c2ccc(Cl)cc2)nc(Cl)c1Cl (centres undefined),-11%,4%,13%,2.0%,-23%,0%,?,i,-15%
C=CCOc1ccc(C2C(C(=O)c3cccs3)=C(O)C(=O)N2c2nnc(C)s2)cc1 (centres undefined),0%,26%,11%,-0.4%,37%[activator],-7%,3%,i,11%
COc1ccc(CC(=O)NCC2CCCN(Cc3cccc(SC)c3)C2)cc1 (centres undefined),-1%,-25%,7%,0.3%,-1%,12%,?,i,9%
CC(=O)c1c(C)[nH]c(C(=O)N2CCN(c3cc(Cl)ccc3C)CC2)c1C,-32%,27%,?,0.1%,0%,?,10µM*,i,-3%
CC1CCCCC1NC(=O)C1CCC(CNc2c(N3CCCCC3)c(=O)c2=O)CC1 (centres undefined),18%,1%,-4%,0.0%,4%,4%,-2%,i,-6%
O=C(O)/C=C/C(=O)Nc1ccc(-c2ccccc2)cc1,-4%,13%,?,2.3%,-1%,3%,6%,i,2%
CCCCC1(CC)SCC(=O)NC1=O (centres undefined),-1%,2%,8%,-0.5%,-3%,-2%,0%,?,4%
CCc1ccc(CSc2nc(-c3ccc(OC)cc3)nc3c2Cc2c(CO)cnc(C)c2O3)cc1,-10%,2%,21%,-0.6%,2%,11%,.,i,.
SMILES,HepG2 viability,ATXN2 expr inh,Nrf2 block,Nrf2 activator,TGFb SMAD3 inh,A549 tox,MCF10A rereplic,S2 tox,EPAC2 antagonist
C[C@@H](CSc1ccccc1)CN1CC[C@H](C(C)(C)C)CCC1=O,-20%&-83%,-1%,17%,4.8%,?,-1%,?,i,?
CN1CCN(c2nc(-c3ccccc3O)nc3ccccc23)CC1,2%,-25%,-6%,5.9%,2%,-7%,-2%,i,-3%
O=C(COC(=O)CNC(=O)c1cccc(F)c1)NCCC1=CCCCC1,-29%,5%,10%,-0.6%,-17%,-1%,-1%,i,-1%
O=C(O)C/C(=C\c1cc(Cl)c2c(c1)OCO2)c1nc2ccccc2s1,-14%,-4%,16%,0.0%,-3%,0%,2%,i,-6%
C[C@@H]1O[C@@H](OC[C@H]2O[C@@H](Oc3c(-c4ccc(O)c(O)c4)oc4cc(O)cc(O)c4c3=O)[C@H](O)[C@@H](O)[C@@H]2O)[C@H](O)[C@H](O)[C@H]1O,9%,-7%&8%,-7%,-0.2%,2%,-24%,24%&0%,?,1%
COc1cc(Cn2c(=O)sc3ccccc32)ccc1OCCC(C)C,-73%,10%,?,8.2%,-16%,-7%,.,i,.

# Screening results from PubChem BioAssay.

# The list is partial (hit frequency here may not be typical).
